# Screens deposited in PubChem by several laboratories.
# Mtb RmlCD inh: M. tuberculosis RmlC/RmlD coupled enzyme inhibitors, primary screen, biochemical, compound mixtures, 384-well, from 1536-well plates | dTDP-4-dehydrorhamnose reductase (Mycobacterium tuberculosis (strain ATCC 25618 / H37Rv)) … | RmlC+RmlD coupled enzyme assay, percent inhibition; primary screen in compound mixtures | inhibition, % at 3.6 µM | hit rate 0.03% among 160,000; in the data active = inhibition mostly above about 34%, no sharp cut-off; note: some results filed as inactive read as strong as hits
# Target sequence (P9WH09 whole entry, looked up): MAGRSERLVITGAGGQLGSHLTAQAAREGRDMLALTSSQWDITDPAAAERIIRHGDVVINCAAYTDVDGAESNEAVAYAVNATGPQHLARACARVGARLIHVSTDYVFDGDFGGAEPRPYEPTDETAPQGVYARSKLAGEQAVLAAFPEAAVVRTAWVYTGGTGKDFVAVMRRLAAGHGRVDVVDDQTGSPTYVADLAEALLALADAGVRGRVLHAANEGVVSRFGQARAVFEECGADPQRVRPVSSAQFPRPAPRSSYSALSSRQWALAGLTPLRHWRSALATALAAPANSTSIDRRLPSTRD
# Target sequence (P9WH11 whole entry, looked up): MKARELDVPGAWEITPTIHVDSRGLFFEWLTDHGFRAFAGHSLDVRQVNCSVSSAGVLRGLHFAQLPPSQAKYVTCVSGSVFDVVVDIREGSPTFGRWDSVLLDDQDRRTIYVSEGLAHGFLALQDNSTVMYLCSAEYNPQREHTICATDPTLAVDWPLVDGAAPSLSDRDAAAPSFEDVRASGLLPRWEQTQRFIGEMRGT
# GlmU inhibition: inhibition of mycobacterial GlmU enzyme – biochemical, glucosamine-1-phosphate acetyltransferase (AID 1376); hit rate 0.25% among 220,000; inhibition, %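 (tested at 30 µM in the primary screen)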; hits with a dose series show IC50 in µM; M. tuberculosis GlmU acetyltransferase enzyme assay; higher % means a stronger effect; in the data active = inhibition above about 13%;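 note: 0% = complete reaction with vehicle and 100% = reaction without substrate; strong numbers were not always called active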
# Numbers without * were called inactive; nt = no result given. Some of the compounds tested, so the mix of outcomes need not match the whole.
# Screens in order – Mtb RmlCD inh	GlmU inhibition
O=C(Nc1nnc(C2COc3ccccc3O2)o1)c1ccc(F)cc1 (configuration not stated)
 : 10	30%
CCCc1nc2oc3cc(OC)ccc3c(=O)c2c(=O)n1Cc1ccco1
 : -5	-0.3%
COc1ccc(Cl)cc1C(=O)NNC(=O)CN1C(=O)C2CC=CCC2C1=O (configuration not stated)
 : 6	0.8%
O=C(COc1ccccc1)N1CCN=C1SCc1cccc(F)c1
 : -9	1.6%
COc1ccc([N+](=O)[O-])cc1NC(=S)NC(NC(=O)C(c1ccccc1)c1ccccc1)C(Cl)(Cl)Cl (configuration not stated)
 : nt	-3.8%
CN(CCNC(=O)c1cn(C)c2ccc(S(=O)(=O)N3CCCC3)cc2c1=O)CCc1ccccc1
 : -11	6.0%
CC(=O)N(c1cccc(Cl)c1)c1nc(C)cc(C)c1C#N
 : -8	1.1%
CCC12CSc3nc(Cl)ccc3N1C(=O)C(=O)N2C (configuration not stated)
 : 31	1.9%
CC(=O)OCC(=O)c1ccc2ccn(C(C)=O)c2c1
 : nt	3.2%
CCOC(=O)c1ccc(NC(=S)NCCCN2CCCCC2)cc1
 : -6	-4.8%
CCOc1ccc(CCNC(=O)CN2CCN(Cc3ccccc3F)C2=O)cc1OCC
 : 11	-3.8%
CN(C)S(=O)(=O)c1cccc(C(=O)OCC(=O)c2c(N)n(C)c(=O)n(C)c2=O)c1
 : -9	-2.5%
Cc1ccc(C(=O)ONc2ccc(N=NC(=O)c3ccccc3O)cc2)cc1
 : nt	6.3%
CC1CN(C)C(C)CC1NCc1ccc2c(c1)OCO2 (configuration not stated)
 : nt	5.4%
O=S(=O)(c1ccccc1C(F)(F)F)N1C=CC(C(F)(F)F)=NCC1
 : 55	-6.2%
CCCCCCn1c(N2CCN(c3cccc(Cl)c3)CC2)nc2c1c(=O)[nH]c(=O)n2C
 : 26	0.7%
Brc1ccc(N=Cc2ccccn2)cc1
 : nt	2.0%
COc1cccc(C2=NOC(C(=O)NCc3ccc(F)cc3)C2)c1 (configuration not stated)
 : -10	nt
COCc1ccc(O)c2ncccc12
 : -1	1.8%
CC(C)c1ncc(C(O)c2cccc3ccccc23)n1C (configuration not stated)
 : 5	3.5%
CC(C)(C)OC(=O)NCCCCc1cn(CC(=O)N2CCN(C(=O)OC(C)(C)C)CC2)nn1
 : nt	-0.6%
OC12Oc3ccccc3C=C1N1CCC2CC1 (configuration not stated)
 : 10	-1.6%
CCOCCc1nnc(NC(=O)CSc2ccccc2)s1
 : nt	1.9%
COC(=O)CCCC(=O)N1CCCC(CNS(=O)(=O)c2ccc(OC)cc2)C1 (configuration not stated)
 : nt	-4.2%
COc1ccc(NS(=O)(=O)c2ccc3nc(COc4ccc(C#N)cc4)[nH]c3c2)cc1
 : 7	-5.4%
O=C(CSc1nc2ccccc2o1)NCC(=O)c1ccccc1
 : nt	-2.0%
CCOC(=O)C1CCN(C2CC(=O)N(c3ccc(OCC)cc3)C2=O)CC1 (configuration not stated)
 : nt	-0.6%
Cc1nn(Cc2cccc(C(=O)NN)c2)c(C)c1Cl
 : -1	-2.6%
O=C1CCCC(=O)C1C1c2ccccc2CCN1C(=O)CCl (configuration not stated)
 : -1	2.6%
CC(Oc1ccccc1F)C(=O)/C=C/N(C)C (configuration not stated)
 : -18	5.8%

# Reprinted from the part before: 7 compounds, then new ones.
# Screens in order – Mtb RmlCD inh	GlmU inhibition
COC(=O)CCCC(=O)N1CCCC(CNS(=O)(=O)c2ccc(OC)cc2)C1 (configuration not stated)
 : nt	-4.2%
COc1ccc(NS(=O)(=O)c2ccc3nc(COc4ccc(C#N)cc4)[nH]c3c2)cc1
 : 7	-5.4%
O=C(CSc1nc2ccccc2o1)NCC(=O)c1ccccc1
 : nt	-2.0%
CCOC(=O)C1CCN(C2CC(=O)N(c3ccc(OCC)cc3)C2=O)CC1 (configuration not stated)
 : nt	-0.6%
Cc1nn(Cc2cccc(C(=O)NN)c2)c(C)c1Cl
 : -1	-2.6%
O=C1CCCC(=O)C1C1c2ccccc2CCN1C(=O)CCl (configuration not stated)
 : -1	2.6%
CC(Oc1ccccc1F)C(=O)/C=C/N(C)C (configuration not stated)
 : -18	5.8%
CO/N=C(\Cn1ncc(N2CCCC2)c(Br)c1=O)c1ccc(Cl)cc1
 : nt	0.3%
Cc1cc(N2CCCC2)nc2c(C)cccc12
 : 63	-3.7%
CCOC1(/N=C(\C)NS(=O)(=O)c2ccc(Cl)cc2)C(C)=CC(=O)C=C1C
 : -14	-2.6%
COCCn1cnc2c(c1=O)c1nc3ccccc3nc1n2/N=C/c1cccc(OC)c1
 : -6	-7.1%
CCOc1ccc(NC(=O)Cn2nnc(-c3ccccc3F)n2)cc1
 : 9	-1.2%
COc1ccc(CNC(=O)c2ccc(Br)o2)cc1
 : nt	1.6%
COc1ccc(C(F)(F)F)cc1N/C=C/c1nnnn1-c1ccc2ccccc2c1
 : 5	3.0%
C#Cc1cccc(NC(=O)CSc2nnc(-c3ccc(C(F)(F)F)cn3)o2)c1
 : 11	-5.6%
CCN1CCCC1CNC(=O)Cn1ncc2c(=O)oc3ccc(C)cc3c21 (configuration not stated)
 : -7	-1.0%
CN(C)c1nc(N)nc(CSc2nnnn2C)n1
 : 8	-3.1%
Cc1cc(C)n(C(=O)c2cccc(S(=O)(=O)N3CCCCC3)c2)n1
 : -1	-2.2%
Cc1cccc(N2CCN(C(=O)CC(NC(=O)c3ccccc3)c3ccccc3)CC2C)c1 (configuration not stated)
 : 7	-1.8%
Cc1cccc(OCCOC(=O)C2CCN(S(=O)(=O)c3cccs3)CC2)c1
 : nt	6.5%
O=C(NCc1ccncc1)c1cc(C(=O)C2CCCCC2)c[nH]1
 : 5	-2.1%
COc1cccc(Nc2nc3ccccc3n3cnnc23)c1
 : 2	-7.4%
S=c1[nH]nc(-c2ccccn2)n1/N=C/c1ccccc1
 : 7	-0.3%
CC(=O)CSc1nnc(-c2cnccn2)n1-c1ccccc1
 : -10	nt
O=C(NN1C(=O)c2ccccc2NC1c1ccc([N+](=O)[O-])o1)c1ccc([N+](=O)[O-])cc1 (configuration not stated)
 : 2	2.4%
CC1CN(C(=S)SCCN2C(=O)CCC2=O)CC(C)O1 (configuration not stated)
 : -12	0.9%
COc1cc(OC)cc(C(=O)NCCOc2ccccc2)c1
 : 16	1.1%
COc1ccccc1NC(=S)N1CCCc2ccccc21
 : -4	3.7%
N/C(=N\OC(=O)CN1C(=O)c2ccccc2C1=O)c1ccc(Br)cc1
 : -5	1.3%
CCCCn1c(N)c(N(CC)C(=O)CCc2ccccc2)c(=O)[nH]c1=O
 : 5	-8.1%
Nc1nc(CCl)nc(Nc2ccccc2)n1
 : 5	5.0%
CCC(C)[C@H](NC(=O)N1CCN(c2cccc(C(F)(F)F)c2)CC1)C(=O)OC (some centres not stated)
 : 16	2.9%
COc1ccccc1OC(=O)c1ccc(SC)cc1OC
 : nt	-1.4%
COc1cc(CNCCNC(=O)c2nonc2N)ccc1OCc1ccc(Cl)cc1
 : -10	-8.7%
O=C(/C=C/c1ccco1)Oc1cc(Br)cc(/C=N/NC(=O)c2ccccc2O)c1
 : -6	4.4%
O=C(CC1(O)C(=O)N(Cc2ccccc2Cl)c2ccccc21)c1ccco1 (configuration not stated)
 : nt	2.5%
COC(=O)C1=C(C)NC(=O)CC1c1ccccc1F (configuration not stated)
 : -3	0.0%
CCCCc1nnc(NC(=O)C(C)Sc2nc(O)c(Cc3ccccc3)c(=O)[nH]2)s1 (configuration not stated)
 : -2	2.7%
CC(C)(O)C1=NOC(c2ccccc2)C1 (configuration not stated)
 : nt	-1.8%
Cc1ccc(NC(=O)CC2SCCNC2=O)cc1[N+](=O)[O-] (configuration not stated)
 : -6	8.1%
CCCOc1c(Cl)cc(C(=O)NC)cc1OC
 : -18	0.9%
CCOc1ccc(C(=O)NCC(=O)OCC(=O)N2C(C)CCCC2C)cc1 (configuration not stated)
 : 4	-1.3%
C=CCn1c(C(CC)CC(C)(C)O)n[nH]c1=S (configuration not stated)
 : 11	-4.4%
Cc1cccc(NC(=S)NC(=O)c2cccs2)n1
 : nt	-23%
COC(=O)c1cccc(NC(=S)N2CCN(c3ccccc3F)CC2)c1
 : nt	-3.7%
S=C(N/N=C/c1ccc2c(c1)OCO2)NC1CC2CCC1C2 (configuration not stated)
 : 0	-6.4%
COc1ccc2nc(C)cc(SCC(=O)NNC(=O)COc3ccc(C)cc3)c2c1
 : -3	2.0%
COc1cccc2cc(C(=O)NNC(=O)c3ccc(Br)cc3)c(=O)oc12
 : -3	-3.5%
COc1ccc(OC)c(N=c2oc3c(OC)cccc3cc2C(=O)NCc2ccco2)c1
 : nt	-0.7%
Cc1cc(NC(=O)Cn2nc(C)c([N+](=O)[O-])c2C)no1
 : 9	5.2%
CCCN1CCN(CCCNC(=O)Cn2ncc3c4ccccc4n(C)c3c2=O)CC1
 : -14	4.9%
O=[N+]([O-])c1ccc(Oc2cccc(C(F)(F)F)c2)nc1
 : 39	-3.4%
CC(NC(=O)C1CCCO1)c1ccccc1 (configuration not stated)
 : 16	-4.9%
N#Cc1c(Nc2ccccc2)sc(C(=O)C2CC2)c1N
 : -2	2.0%
CCOC(=O)CC1Sc2ccccc2NC1=S (configuration not stated)
 : 8	-2.7%
CN(C(=O)CCN1C(=O)C(C)(C)Nc2ccccc21)c1ccccc1
 : nt	-2.1%
CCN(CC)c1ccc(N=Cc2ccccc2[N+](=O)[O-])cc1
 : 8	2.9%
CCCC12CN3CC(C)(CN(C1)C3c1ccc(OC)cc1)C2=O (configuration not stated)
 : nt	0.3%
COc1cccc(-c2nc3n(n2)C(c2ccc4c(c2)OCO4)C(C(N)=O)=C(C)N3)c1 (configuration not stated)
 : 18	4.0%
NNC(=O)c1cccnc1Oc1ccccc1
 : nt	1.9%
Cc1c(C(=O)NCc2ccccc2)cnn1-c1ccccc1
 : -11	-0.3%
Oc1ccc(Br)cc1-c1nc2cnccn2c1NC1CCCCC1
 : 5	-0.5%
Cc1ccc(S(=O)(=O)NCCCCCC(=O)Nc2nccs2)cc1
 : nt	-3.3%
COc1cccc(C(=O)Nc2ccc(S(=O)(=O)Nc3onc(C)c3C)cc2)c1
 : 13	-5.4%
COC1=C(Nc2ccccc2OC)C(=O)c2ccccc2C1=O
 : -8	3.3%
Cc1ccccc1-n1c(SCc2c(C)noc2C)nnc1-c1c[nH]c2ccccc12
 : nt	7.6%
Cc1cccc(C)c1N1CCN(C(=O)Nc2ccc3c(c2)OCCO3)CC1
 : 3	0.9%

# Further records follow.
# Screens in order – Mtb RmlCD inh	GlmU inhibition
CC1(C)CC(=O)C2=C(C1)Nc1ccccc1NC2c1ccc2c(c1)OCO2 (configuration not stated)
 : nt	-0.7%
Cc1cccc(NCCC(=O)c2ccc(Br)cc2)c1
 : -1	2.6%
CN(C)S(=O)(=O)N1CCC(Oc2ccc(C(=O)NC3CCCCC3)cc2)CC1
 : -13	2.4%
CCc1c(C(=O)N/N=C/c2cn[nH]c2-c2ccc(F)cc2)csc1C
 : 3	-3.2%
CC(OC(=O)C1CSC2(c3ccc(F)cc3)CCC(=O)N12)C(=O)NC(N)=O (configuration not stated)
 : -12	-2.4%
COc1cccc(CN2CCN(C(=O)c3cc(-c4cccnc4)nc4ccc(C)cc34)CC2)c1
 : -3	-7.3%
O=C(Nc1ccc(Cc2ccncc2)cc1)C1CC1
 : -4	2.1%
CC(/C=C/c1ccccc1)=N/NC(=O)c1nc2nc(C)cc(C)n2n1
 : 6	2.9%
CC1=C(C(=O)Nc2ccccc2F)C(c2ccsc2)C2=C(CC(c3ccccc3)CC2=O)N1 (configuration not stated)
 : nt	1.5%
CCN1C(=O)N[C@@H](c2ccc(Br)cc2)C(C(=O)OC)=C1C
 : nt	-3.9%
N#CCSc1nnc(SCC#N)s1
 : nt	1.9%
CCN(CC)C(=O)C(=O)c1cccn1-c1cccc(-n2cccc2C(=O)C(=O)N(CC)CC)c1C#N
 : 7	nt
CCSc1nnc(NC(=O)CCc2ccc(OC)cc2)s1
 : -9	-4.0%
COc1ccc(CCn2c(O)c(C=NC3CC3)c(=O)[nH]c2=O)cc1OC
 : nt	-3.0%
Cc1ccn2cc(CCNC(=O)C3CCCCC3)nc2c1
 : 14	-1.6%
COc1ccc(C(=O)NNC(=O)CSc2nnc(C)n2C)cc1
 : -9	-4.5%
Cc1ccc(C)c(C(=O)Nc2cc(C)nn2-c2nc(C)cc(C)n2)c1
 : 14	8.2%
CN1CCN(C(=O)c2cnn(-c3ccccc3)c2NC(=O)c2ccccc2)CC1
 : 1	-2.7%
CCSc1nnc(NC(=O)NC2CCCCC2)s1
 : -7	1.6%
Cc1ccc(C(OCCN(C)C)c2cccc(C(F)(F)F)c2)cc1 (configuration not stated)
 : nt	2.0%
CN(C)c1ccc(NC(=O)c2ccc([N+](=O)[O-])cc2Cl)cc1
 : 1	-2.8%
C[C@@H]1CC=C[C@H]2[C@H]1C(=O)N(Cc1ccccc1)[C@H]2c1ccc2ccccc2c1/C=C/c1ccccc1
 : nt	-1.2%

# Six of the compounds above, bar-delimited.
structure | Mtb RmlCD inh | GlmU inhibition
Cc1cccc(NC(=S)NC(=O)c2cccs2)n1 | nt | -23%
COC(=O)c1cccc(NC(=S)N2CCN(c3ccccc3F)CC2)c1 | nt | -3.7%
S=C(N/N=C/c1ccc2c(c1)OCO2)NC1CC2CCC1C2 (configuration not stated) | 0 | -6.4%
COc1ccc2nc(C)cc(SCC(=O)NNC(=O)COc3ccc(C)cc3)c2c1 | -3 | 2.0%
COc1cccc2cc(C(=O)NNC(=O)c3ccc(Br)cc3)c(=O)oc12 | -3 | -3.5%
COc1ccc(OC)c(N=c2oc3c(OC)cccc3cc2C(=O)NCc2ccco2)c1 | nt | -0.7%
